Bioassay records deposited in PubChem BioAssay by NCI.
Growth percent in the NCI-60 one-dose screen (48 h, 10 µM unless noted): 100 = growth as untreated, 0 = no growth, -100 = all killed.
HCT-116: HCT-116 colon cancer | 82,000 compounds, 7.3% hits | AID 1794798
SW-620: SW-620 colon cancer; AID 1794795; 82,000 compounds, 5.2% hits
SN12C: SN12C renal cancer cells; 81,000 compounds, 3.8% hits; AID 1794767
786-0: 786-0 renal cancer cells | 81,000 compounds, 5.1% hits
HCC-2998: HCC-2998 colon cancer; AID 1794799; 79,000 compounds, 4.7% hits
TK-10: TK-10 renal cancer cells | AID 1794769 | 81,000 compounds, 3.9% hits
HT29: HT29 colon cancer; 81,000 compounds, 7.4% hits
HCT-15: HCT-15 colon cancer. 82,000 compounds, 5.2% hits. AID 1794746
UO-31: UO-31 renal cancer; 81,000 compounds, 5.2% hits; AID 1794768
Starred values were filed as active, the others as inactive; . = not tested or not shown; & = joins results of further samples. Rule for the calls: active = growth percent below 10; inactive = the rest. Compounds were not picked by outcome. About 12% of those tested had a hit in this group.

SMILES	HCT-116	SW-620	SN12C	786-0	HCC-2998	TK-10	HT29	HCT-15	UO-31
COc1ccccc1/C=C1\Oc2cc(OCCCN3CCCC3)ccc2C1=O	51	73	87	94	102	104	16	78	78
O=S(=O)(O)c1ccc(O)c2cc(Nc3ccccc3)ccc12	111	106	100	112	109	106	109	107	73
Cc1cc(C)c2c(N)c(C#N)sc2n1	93	104	98	98	101	104	96	101	89
COc1ccc(C2=C/C(=C\c3ccccc3)C(=O)NN2C(=S)NN)cc1	101	98	100	99	102	130	105	102	83
O=c1cc(-c2ccccc2)nc(SCc2ccccc2Cl)[nH]1	85	97	88	92	105	110	105	96	85
COc1cc(-n2cc(C#N)c(N)c2C(=O)c2ccc(Cl)cc2Cl)cc(OC)c1OC	104	102	98	98	106	103	99	100	93
Cc1ccc(-c2nc(Nc3cccc(S(N)(=O)=O)c3)c3ccccc3n2)cc1	69	104	85	62	97	138	105	81	68
Clc1ccc(CSc2nnc(-c3ccc4c(c3)nc(-c3ccccc3)n4C3CCCCC3)o2)cc1	57	95	81	73	88	83	20	31	58
CCCC(C)(O)c1ccccc1 (stereo not given)	98	100	108	93	98	90	106	102	88
CN(C)C(=O)c1cc2cnc(Nc3ccc(-c4csc5c(=O)cc(N6CCNCC6)oc45)cc3)nc2n1C1CCCC1	4.2*	0.9*	24	7.9*	-0.6*	27	-15*	20	-10*
Nc1c(C(=O)O)ccc2c1C(=O)c1ccccc1C2=O	90&100	98&99	95&105	102&100	95&107	139&111	106&112	92&101	79&89
Cc1onc(-c2c(Cl)cccc2Cl)c1C(=O)Nc1ccccc1CC1c2ccccc2CCN1C (stereo not given)	54	85	92	85	100	88	62	94	51
CCCCCCCCCCC(C)O (stereo not given)	98	104	110	95	96	95	104	103	91
COc1nc2ccccc2cc1/C=C1/C=C(c2ccccc2)NC1=O	13	28	41	29	81	87	10	30	41
CC(C)CCSc1nc(NC2CC2)c(C#N)c(-c2ccc(F)cc2)n1	61	95	78	62	100	92	77	97	81
COc1nc2ccccc2cc1/C=C1/C=C(c2ccccc2)OC1=O	106	106	110	95	104	146	112	101	94
COc1ccc(C/C(C)=C(/c2ccc(OCCN3CCCCCC3)cc2)c2ccc(OC(=O)NCc3ccccc3)cc2)cc1	65	81	71	83	89	88	13	61	63
CC(C)(C)NSc1nc2ccccc2s1	98	98	97	102	.	117	101	100	83
N#CC(c1ccccc1)c1ccc([N+](=O)[O-])cc1 (stereo not given)	101	105	89	102	98	118	107	92	84
C=CCC(O)[C@@]1(C)O[C@@H]1CC[C@H](C)C[C@H](CC=C)OC(C)=O (stereo not given in full)	97	93	92	94	109	.	100	93	95
CCCCCCOP(=O)(OCCCCCC)C(CCCCCC)C(=O)OCCCC (stereo not given)	73	95	98	79	98	78	88	93	80
CCOC(=O)c1c(C)nc2c(c1N)/C(=C/c1ccc(OC)cc1)C(=O)N2CCc1ccc(OC)c(OC)c1	48	50	86	86	105	97	66	55	75
Cc1ccc2sc3c(NCCCNCCO)nc4ccccc4c3c(=O)c2c1	-67*	-78*	73	54	-75*	67	-65*	-8.7*	49
S=C(Nc1cccc(Br)c1)c1ccccc1	105	104	108	104	107	145	106	98	90
O=C1C(O)=C(O[C@@H]2OC(CO)[C@@H](O)[C@@H](O)C2O)C(=O)c2ccccc21 (stereo not given in full)	112	105	109	106	113	114	108	106	87
N#CC1c2ccccc2C=CN1C(=O)c1ccc(Cl)cc1 (stereo not given)	97	98	100	93	106	101	102	94	52
COc1ccc(-c2nnc(Nc3ccc(C)cc3C)o2)cc1	41	67	70	81	74	73	.	40	62
O=C(Nc1ccccc1NC(=O)c1ccccc1)c1ccccc1	98	112	102	101	104	101	101	102	87
CCC(=O)OC1=C(C)SC2=NC(c3ccc(N)cc3)=CC(c3cc(OC)c(OC)c(OC)c3)N21 (stereo not given)	93	111	114	103	109	110	118	103	82
Cc1ccc(S(=O)(=O)NCCC(C)CC(C)c2ccc3ccccc3c2)cc1 (stereo not given)	101	102	98	99	134	108	109	76	88

Part of the list above in order of molar mass, highest first:
SMILES	HCT-116	SW-620	SN12C	786-0	HCC-2998	TK-10	HT29	HCT-15	UO-31
N#CC1c2ccccc2C=CN1C(=O)c1ccc(Cl)cc1 (stereo not given)	97	98	100	93	106	101	102	94	52
S=C(Nc1cccc(Br)c1)c1ccccc1	105	104	108	104	107	145	106	98	90
CC(C)(C)NSc1nc2ccccc2s1	98	98	97	102	.	117	101	100	83

More records.
SMILES	HCT-116	SW-620	SN12C	786-0	HCC-2998	TK-10	HT29	HCT-15	UO-31
C=C1C(=O)O[C@H]2[C@H]1CC/C(Cn1cc(COC(=O)NCCOCCOCC(=O)Nc3ccc(OC)c(C(N)=O)c3O)nn1)=C\CC[C@@]1(C)O[C@@H]21	99	102	99	98	105	96	97	107	93
[O-]/[N+](=N/O)c1cccc2ccccc12	93	89	90	114	84	148	108	82	72
NC(=S)NN=C1CCCCCCCC1	100	100	94	97	108	97	.	97	71
CC(C)c1nc(N(C)S(C)(=O)=O)nc(-c2ccc(F)cc2)c1/C=C/[C@@H](O)C[C@@H](O)CC(=O)O	98	107	96	106	98	107	104	95	75
OC(COc1ccccc1)COc1ccccc1	94	125	102	89	112	107	111	106	86
O=C(CSc1nc2sc3c(c2c(=O)n1-c1ccc(Cl)cc1)CCCC3)N/N=C/c1ccc2c(c1)OCO2	82	84	100	100	115	104	104	89	89
N#C/C(=C/c1ccc(O)c([N+](=O)[O-])c1)c1nc(-c2ccc([N+](=O)[O-])cc2)cs1	34	54	36	52	30	53	53	25	38
CCn1c(Sc2nnc(NC(=O)CCSC(=S)N3CCOCC3)s2)nc2c1c(=O)n(C)c(=O)n2C	93	91	96	96	105	88	104	99	70
O=C(O)C1CCC(c2ccccc2)=N1 (stereo not given)	99	106	112	97	126	106	108	100	92
Nc1[nH]n(-c2ccccc2)c(=O)c1/C=N/C(=S)NC1CCCCC1	87	88	85	99	96	117	94	103	75
C[C@@H](Nc1cc(F)cc(F)c1)c1cc(C(=O)N(C)C)cc2c(=O)cc(N3CCOCC3)oc12	56	61	52	13	55	33	24	84	24
CC(C)(SCc1ccccc1)C(N)C(=O)O (stereo not given)	100	115	105	98	99	112	101	97	81
CN(C)CCOc1ccc2c(c1)C(=O)/C(=C\c1ncc([N+](=O)[O-])n1C)C2	-5.6*	-32*	0.0*	-26*	-86*	-9.9*	-33*	-10*	-37*
CCOC(Nc1ccc(C(=O)O)cc1)C(=O)c1ccc(-c2ccccc2)cc1 (stereo not given)	91	102	90	113	102	108	119	109	83
COc1cc(OC)c(/C=C/S(=O)(=O)Cc2cnc(OC)c(N)c2)c(OC)c1	3.3*	23	24	16	18	28	0.8*	9.8*	26
Cc1nc2sc(C(=O)Nc3cccc4ccccc34)c(N)c2cc1C(=O)c1ccccc1	11	22	37	43	10	66	15	14	44
COC(=O)/C=C1/Nc2ccc(Cl)cc2C(=O)NC1=O	93&97	95&100	102&102	99&92	104&94	107&117	100&106	88&95	80&83
Cc1ccc(Nc2ccc3c4c(cc(=O)n3C)-c3ccccc3C(=O)c24)c(S(=O)(=O)O)c1	101	104	100	100	91	95	100	98	89
CC(=O)Nc1ccc(S(=O)(=O)Nc2cccc(-c3nc(-c4ccc(NC(=O)c5cccnc5)cc4Cl)no3)c2)cc1	30	29	41	42	69	70	9.8*	88	83
COc1cccc(-c2nc3sc(-c4c[nH]c5ccccc45)nn3c2C=O)c1	101	102	99	97	108	87	95	89	95
Nc1cc(-c2c[nH]c3ccc(F)cc23)nc2cc(-c3c[nH]c4ccc(F)cc34)nn12	32	4.6*	99	66	72	118	-61*	31	76
C#CCOC(=O)[C@H](CC)[C@H]1CC[C@H](C)[C@H]([C@@H](C)[C@H](O)[C@H](C)C(=O)[C@H](CC)C2O[C@]3(C=CC(=O)[C@]4(CC[C@@](C)([C@H]5CC[C@](O)(CC)[C@H](C)O5)O4)O3)[C@H](C)C[C@@H]2C)O1 (stereo not given in full)	65	85	79	83	86	102	78	76	45
O=C(O)c1ccccc1C(=O)OC1CC2CCC1C2 (stereo not given)	102&117	110&112	102&116	91&108	98&110	104&105	101&108	108&102	85&91
NC1C(=O)NC(=O)NC1=S (stereo not given)	111&107	110&101	105&108	100&102	106&108	104&95	108&108	103&105	90&92
CCCCCCCCSc1nnc(-c2c(C)nc3ccc(C)cn23)o1	96	102	105	97	108	144	103	108	95
CCNC(=O)OCCc1c2ccccc2nc2ccccc12	94	101	119	112	110	132	103	104	92
CCCCCCC1=C(P(=O)(O)O)N[C@H](C(=O)OCC)CS1	93	94	86	95	53	96	98	99	84
O=C1OC(=O)C2C3CC(c4ccccc43)C12 (stereo not given)	89	101	113	102	106	123	112	95	76
CSc1ccc2c(c1)N(C(=O)/C(C#N)=C/c1c[nH]c3ccccc13)c1ccccc1S2	24	35	34	50	.	71	12	27	50
C/C=C/C(=O)OCCN1CCN(C(=O)/C=C/C)CC1	110	107	113	107	103	111	110	101	85
N#Cc1c(-c2ccco2)[nH]c(=S)[nH]c1=O	102	94	87	103	.	87	96	85	105
COc1ccc(NC(=O)COc2ccc(CC(=O)N3CCN(c4ccc(Cl)c(Cl)c4)CC3)cc2)cc1	64	90	83	85	107	97	101	88	63
NS(=O)(=O)Oc1ccc(-c2cn3ccsc3n2)cc1	100	107	98	106	95	103	102	100	93
S=C(NCc1ccco1)Nc1ccccc1	109	102	99	106	107	111	100	106	86
C[N+]1(CCc2ccccc2)CCC(CCC2CC[N+](C)(CCc3ccccc3)CC2)CC1 (stereo not given)	95	99	88	110	101	97	94	104	73
CCNc1ncnc2c1cnn2C1CCCCO1 (stereo not given)	98	111	100	101	98	112	106	98	82
O=C1c2ccccc2C(=O)N1CCc1ccccc1	110	102	98	104	99	107	95	106	81
CCCCCCCCCCCCNC(=S)N/N=C/c1ccc(OC)c(OC)c1	106	105	93	112	104	121	93	96	93
Cc1cc(C2=NNC(c3ccc[nH]3)C2)ccc1-n1ccc(C(F)(F)F)n1 (stereo not given)	98	98	90	93	107	106	96	91	66
CCOC(=O)c1c(N/C=C/C(=O)c2cc3cc(Br)ccc3oc2=O)sc2c1CCCC2	104	126	100	106	123	145	111	103	67
COC1(OC)C2C(Cl)=C(Cl)C1(Cl)C(Br)C2c1ccccc1 (stereo not given)	68	83	93	97	.	104	72	74	79
O=C(c1ccc(Cl)cc1)C1[C@H](c2ccc(Cl)cc2)[C@@H](c2ccccc2)NC12C(=O)Nc1ccc(Cl)cc12 (stereo not given in full)	31	58	27	63	55	82	41	41	40
CC(C)(C)n1cc(-c2ccnc(NCCCNS(=O)(=O)c3ccccc3)c2)c(-c2cccc(O)c2)n1	37	14	53	26	19	90	8.4*	-4.1*	56
CC1=Nc2cnc(Nc3ccc(OCCN4CCOCC4)cc3)nc2Nc2ccccc21	79	88	67	76	97	63	66	57	38
CC(=O)N1C/C(=C\c2cc3c(cc2C)OCO3)C(=O)/C(=C/c2cc3c(cc2C)OCO3)C1	97	113	106	102	104	117	99	98	82
CCC(C)NC(=O)/C=C/c1ccccc1 (stereo not given)	98	99	97	105	94	94	90	106	87
CCOC(=O)c1cnc2nc(NCc3ccc(OC)c(OC)c3)[nH]n2c1=O	102	105	101	96	95	98	101	103	100
O=C(CCN1CCCC1)Nc1ccc2c(NCCc3ccccc3)c3ccccc3nc2c1	-38*	-45*	-13*	-12*	-57*	3.3*	5.0*	12	-11*
COc1cc(CNc2cnc(Nc3ccc(N4CCOCC4)cc3)nc2Oc2ccc(C)cc2OC)cc(OC)c1	74	90	85	69	87	86	69	89	91
Cc1nn(-c2ccc(F)cc2)c2ncnc(N3CCOCC3)c12	108	105	99	89	98	90	92	102	94
CN(C)c1ccc(C2SCC(=O)N2c2nnc(Cn3cnnc3)o2)cc1 (stereo not given)	75	106	83	93	100	129	71	93	74
O=c1oc2c3ccc4[nH]cccc4c3nc2c2ccccc12	76	81	84	86	.	95	97	86	.
COc1ccc(OC)c(-c2cn3nc(-c4cn(C)c5ccccc45)sc3n2)c1	81	91	88	97	106	94	94	89	60
CCOc1ccc(Br)cc1/C=N\N=C\c1cc(Br)ccc1OCC	98	101	102	105	.	111	107	109	89
O=c1c2cccc3c(NCCO)ccc(c32)c2nc3ccccc3n12	94	92	95	103	97	97	109	83	62
COc1ccc(C(=O)C[n+]2cc(Br)cc(Br)c2)cc1	109	73	98	114	99	99	95	111	81

Compounds from the list above containing an NH in an aromatic ring:
SMILES	HCT-116	SW-620	SN12C	786-0	HCC-2998	TK-10	HT29	HCT-15	UO-31
O=c1cc(-c2ccccc2)nc(SCc2ccccc2Cl)[nH]1	85	97	88	92	105	110	105	96	85
Nc1[nH]n(-c2ccccc2)c(=O)c1/C=N/C(=S)NC1CCCCC1	87	88	85	99	96	117	94	103	75
COc1cccc(-c2nc3sc(-c4c[nH]c5ccccc45)nn3c2C=O)c1	101	102	99	97	108	87	95	89	95
Nc1cc(-c2c[nH]c3ccc(F)cc23)nc2cc(-c3c[nH]c4ccc(F)cc34)nn12	32	4.6*	99	66	72	118	-61*	31	76
CSc1ccc2c(c1)N(C(=O)/C(C#N)=C/c1c[nH]c3ccccc13)c1ccccc1S2	24	35	34	50	.	71	12	27	50
N#Cc1c(-c2ccco2)[nH]c(=S)[nH]c1=O	102	94	87	103	.	87	96	85	105
Cc1cc(C2=NNC(c3ccc[nH]3)C2)ccc1-n1ccc(C(F)(F)F)n1 (stereo not given)	98	98	90	93	107	106	96	91	66
CCOC(=O)c1cnc2nc(NCc3ccc(OC)c(OC)c3)[nH]n2c1=O	102	105	101	96	95	98	101	103	100
O=c1oc2c3ccc4[nH]cccc4c3nc2c2ccccc12	76	81	84	86	.	95	97	86	.
